# Pol eta inh: DNA polymerase eta (human) inhibition; hit rate 1.2% among 390,000; Potency, µM (highest dose often 114 µM), for inactives: top-dose activity change, negative = inhibition, most hits filed as inhibitors; Q9Y253; AID 588591; recombinant Pol eta, fluorescent DNA replication assay; note: potency is the fitted concentration of half-maximal effect; % is set by controls: 0 for no effect and ±100 for the full control effect
#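 Pol eta (10 nM) was preincubated with compounds for 15 min at room temperature, after which fluorescent replication substrate (50 nM final) was added to start the reaction. Fluorescence was read kinetically at 0 and 10 min.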
# LDHA block: blocks human lactate dehydrogenase A; hit rate 0.15% among 480,000; purified LDHA, NADH/diaphorase-resazurin fluorescence; active compounds read low; activity change, % (values are at about 110 or 230 µM); AID 1347041; P00338; in the data active = activity change below about -30%; inconclusive = mostly about -25% to -30%;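 note: plate controls were DMSO wells for no effect and wells without enzyme for full effect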
#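 Remaining NADH was detected by diaphorase (0.133 mg/mL) converting 37 µM resazurin to fluorescent resorufin, read at 0 and 20 minutes. The preceding 5-minute room-temperature reaction used 2 nM LDHA, 0.2 mM sodium pyruvate and 0.06 mM NADH at pH 7.4.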
# Pol kappa inh: blocks human DNA polymerase kappa activity; Potency, µM (highest dose often 107 µM), for the others: top-dose activity, negative = inhibition, usual class: inhibitors; hit rate 0.53% among 400,000; purified Pol kappa, fluorescent DNA synthesis assay, 10 min; note: potency is the fitted concentration of half-maximal effect; % is set by controls: 0 for no effect and ±100 for the full control effect
#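 Fluorescent qHTS in 1536-well format: enzyme (10 nM) and compound sat 15 min at room temperature before 50 nM substrate (final) was added. Signal taken at 0 and 10 min; no-enzyme buffer wells were negative controls.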
# ERG Ets-DNA blk: ERG Ets/DNA interaction inhibition; P11308; hit rate 0.028% among 370,000; Potency, µM (titrated, usually from 76.9 µM), for the others: at the top dose FP activity, negative = inhibition, usual class: inhibitors; AID 624246; fluorescence polarization, His-ERG Ets domain / labelled DNA; active = well fitted inhibition curve with a large enough effect in the polarisation, with a control signal flat; inconclusive = small, poorly fitted or top-dose-only effect, or effect the other way, or a change in a side signal; inactive = no such curve, though single readings can be large or run the other way; the % refers to the polarisation;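 note: polarization taken with two DNA probes labelled with fluorescein and Texas red; potency is the fitted concentration of half-maximal effect; % of control where 0% means no effect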
# Target sequence (P11308 whole entry, looked up, the tested form may be a part): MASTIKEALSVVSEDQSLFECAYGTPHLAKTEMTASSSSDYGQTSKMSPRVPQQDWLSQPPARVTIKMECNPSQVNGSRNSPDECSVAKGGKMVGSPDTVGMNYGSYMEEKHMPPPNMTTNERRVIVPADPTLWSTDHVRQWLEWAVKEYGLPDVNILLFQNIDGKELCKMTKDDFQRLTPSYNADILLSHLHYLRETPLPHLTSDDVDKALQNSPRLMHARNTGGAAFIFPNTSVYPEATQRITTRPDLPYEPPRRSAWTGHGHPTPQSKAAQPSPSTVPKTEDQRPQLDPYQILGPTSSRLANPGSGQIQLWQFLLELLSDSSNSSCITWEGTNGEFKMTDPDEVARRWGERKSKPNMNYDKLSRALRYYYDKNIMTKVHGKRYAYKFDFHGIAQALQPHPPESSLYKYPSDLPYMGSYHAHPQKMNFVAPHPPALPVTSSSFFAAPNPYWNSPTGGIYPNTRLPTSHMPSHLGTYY
#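 His-tagged ERG Ets domain (1 uM in the protein solution; 300mM KCl, 50mM Tris-HCl, 1mM EDTA, 1mM DTT, pH 7.5) received compound, then a probe mix of 5 nM fluorescein-DNA and 100nM Texas-615-DNA. Fluorescence polarization was read for both dyes.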
# ALOX12 inh: ALOX12 (human) lipoxygenase inhibition | P18054 | purified 12hLO, xylenol orange hydroperoxide absorbance | Potency, µM (titrated, usually from 108 µM), without a hit: at the highest dose activity change, negative = inhibition, actives largely listed as inhibitors | hit rate 1.1% among 580,000; note: potency is the fitted concentration of half-maximal effect; % is set by controls: 0 for no effect and ±100 for the full control effect
#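 Hydroperoxide product was detected by ferrous iron/xylenol orange as the 573 to 405 nm absorbance ratio. Arachidonic acid at 40 uM (final) was turned over for 30 min at room temperature by 150 nM human 12hLO, pH 7.0 Hepes buffer, after 15 min compound preincubation.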
# RGS4 inhibitor: inhibitors of human regulator of G protein signaling 4 | Potency, µM (titrated, usually from 114 µM), inactives show at the top dose activity change, negative = inhibition, actives largely listed as inhibitors | Transcreener GDP fluorescence polarization, RGS4-accelerated GTP hydrolysis | hit rate 0.039% among 390,000 | AID 504845 | P49798; note: potency is the fitted concentration of half-maximal effect; % is set by controls: 0 for no effect and ±100 for the full control effect; nearly all actives have a fitted effect of over 75% in size; some results filed as inactive show a strong effect at the top dose
# Target sequence (P49798 whole entry, looked up): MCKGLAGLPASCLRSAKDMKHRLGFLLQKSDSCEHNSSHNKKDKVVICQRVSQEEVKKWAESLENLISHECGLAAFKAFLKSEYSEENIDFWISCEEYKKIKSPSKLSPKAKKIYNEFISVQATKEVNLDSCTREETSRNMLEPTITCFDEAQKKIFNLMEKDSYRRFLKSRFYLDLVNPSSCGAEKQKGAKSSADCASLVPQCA
#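 MLSMR compounds (23 nl, pin-transferred) preincubated 10 min at room temperature with a 500nM (2x) first reagent, then RGS4 at 900nM (2x) plus Transcreener GDP mix added; fluorescence polarization (620/688 nm) read before and after 90 min at 30 °C.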
# Pol beta inh: inhibitors of human DNA polymerase beta; hit rate 1.3% among 340,000; P06746; AID 485314; Potency, µM (top dose mostly 114 µM), for inactives: at the highest dose activity change, negative = inhibition, most hits filed as inhibitors; Pol beta primer extension/strand displacement, fluorescence kinetic; note: potency is the fitted concentration of half-maximal effect; % is set by controls: 0 for no effect and ±100 for the full control effect
#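 Reaction started by 50 nM substrate onto compound-treated Pol beta (10 nM, 15 min preincubation, room temperature); plates read at 0 min and 10 min. Normalized concentration-effect data fitted by four-parameter Hill equation.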
# Anesthetic bind: binds horse apoferritin like a general anesthetic; P02791; apoferritin/1-aminoanthracene competitive binding, fluorescence; Potency, µM (series often up to 77.5 µM), for the others: top-dose activity change, negative = displacement, most hits filed as inhibitors; hit rate 0.074% among 350,000; note: potency is the fitted concentration of half-maximal effect; % is set by controls: 0 for no effect and ±100 for the full control effect; nearly all actives have a fitted effect of over 20% in size
#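 Steps: apoferritin (10 uM) was premixed with half-saturated 1-AMA in PBS, compounds were pin-transferred, plates stood 10 min at room temperature, fluorescence was read at 380/535 nm, and curves were fitted with a Hill equation.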
# APEX1 inh: APE1 (human) endonuclease inhibition. P27695. Potency, µM (titrated, usually from 65.8 µM), for the others: at the highest dose activity change, negative = inhibition, hits mostly inhibitors. recombinant APE1, TAMRA/BHQ-2 abasic DNA cleavage fluorescence. hit rate 0.35% among 350,000. AID 2517;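 note: potency is the fitted concentration of half-maximal effect; plate controls were vehicle for no effect and reference inhibitor for full effect; nearly all actives have a fitted effect of over 55% in size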
# Target sequence (P27695 whole entry, looked up): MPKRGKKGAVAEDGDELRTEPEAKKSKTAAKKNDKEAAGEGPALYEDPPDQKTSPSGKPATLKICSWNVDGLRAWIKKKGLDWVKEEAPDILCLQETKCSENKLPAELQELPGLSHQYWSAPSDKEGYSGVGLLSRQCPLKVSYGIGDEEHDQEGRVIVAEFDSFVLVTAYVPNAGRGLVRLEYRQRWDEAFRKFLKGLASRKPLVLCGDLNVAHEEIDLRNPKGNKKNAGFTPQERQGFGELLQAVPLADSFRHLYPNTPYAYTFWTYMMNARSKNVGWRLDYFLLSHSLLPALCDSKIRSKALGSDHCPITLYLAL
#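 Quantitative HTS: incision of a TAMRA/BHQ-2 double-stranded substrate bearing a tetrahydrofuran abasic site by 0.75 nM APE1 raises fluorescence. Substrate 50 nM final, added after 15 min compound preincubation at room temperature; progress as third-minus-first kinetic read difference.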
# * marks the source's active call; other numbers are inactive results; ? = inconclusive; · = no result given; & = joins results of further samples; [ ] = dose if it differs, or a comment. Unless noted, calls come from the whole dose curve; as a rule, active = well fitted curve in the direction sought with a large enough effect; inconclusive = small, poorly fitted or top-dose-only effect, or another doubt; inactive = no such curve, though single readings can be large; an effect the other way counts as inactive or inconclusive.
# Values run as follows: Pol kappa inh	LDHA block	APEX1 inh	Pol eta inh	Anesthetic bind	ERG Ets-DNA blk	Pol beta inh	ALOX12 inh	RGS4 inhibitor
CC(=O)Nc1cccc(C(=O)NC2CCCc3c2cnn3-c2ccccc2F)c1 (centres undefined)
    -3%	1	26%	-15%	-6%	2%	5%	-5%	50%
O=C(NCc1ccco1)c1nnc(Cc2ccc(Cl)cc2)o1
    1%	-2	0%	-6%	?	11%	-6%	0%	-1%
COc1ccc(N2CCN(C(=O)CS(=O)Cc3nc(-c4ccc(OC)c(OC)c4)oc3C)CC2)cc1 (centres undefined)
    1%	3	8%	-21%	-7%	-1%	-11%	-2%	-22%
CCOc1ccc(NC(=O)c2ccc(NC(=S)NC3CCCCC3)cc2)cc1
    -7%	-3	0%	-19%	-4%	9%	3%	0%	-2%
O=C(O)c1cccc(-c2ccccc2)c1O
    5%	0	·	-6%	·	-2%	·	-11%	-5%
COc1ccccc1OCC(=O)Nc1ccccc1C(=O)NC1CC1
    -11%	-6	51%[activator]	-4%	·	6%	·	-22%	-3%
O=C(NCCc1ccccn1)C(F)(F)C(F)(F)C(F)(F)C(F)(F)C(F)(F)C(F)(F)C(F)(F)C(F)F
    -19%	1	6%	-15%	-17%	·	3%	-15%	-6%
Cc1cc(NS(=O)(=O)c2ccc(Br)s2)no1
    -11%	-3	·	-12%	·	-22%	·	-9%	19%
CCOc1ccc(C2NCCc3cc(OC)c(OC)cc32)cc1OC (centres undefined)
    -11%	1	32%	0%	-3%	9%	34%	2%	5%
O=C(NCCCc1ccccc1)N1CCOCC1
    9%	0	3%	-6%	-1%	5%	-14%	1%	-11%
CN(C(=O)c1ccccc1C(=O)OCC(=O)c1ccc(F)c(F)c1)C1CCCCC1
    -8%	-5	-10%	-12%	·	0%	·	-5%	-26%
O=C(Nc1cccc(C(=O)N2CCCC2)c1)C1CCCC1
    2%	-4	·	-6%	·	-14%	·	101%[activator]	-5%
Cc1cnc(C)c(N2CCN(Cc3nc(-c4ccccc4)no3)CC2)n1
    5%	-13	1%	2%	-13%	7%	-4%	9%	26%
Cc1c(C(=O)N2CCN(c3ccccc3)CC2)oc2c(F)cccc12
    -8%	4	9%	-11%	-23%	-16%	2%	-4%	-6%
COc1cc(CNCCSc2nnnn2C)cc(Br)c1OCc1ccccc1F
    -16%	1	-2%	-5%	-20%	-1%	-24%	8%	-13%
O=C(OCCN1CCCCC1)c1cc2ccccc2o1
    -16%	4	0%	9%	1%	2%	5%	0%	-21%[56.9 µM]
COc1ccccc1N(CC(N)=O)S(=O)(=O)c1ccc(C)cc1
    -2%	2	-1%	-4%	-5%	·	34%	-24%	8%
CCn1c(O)c(/C=C2\C=NN=C2c2ccccc2)sc1=S
    -7%	-2	-1%	-22%	-22%	3%	-1%	-6%	0%
COc1cccc(C(=O)N2CCN(C3CCC(c4ccccc4)CC3)CC2)c1OC (centres undefined)
    -7%	-15	-2%	-26%	-16%	-4%	8%	?	-11%
Cc1cccc(-n2ccnc2CN2CCC(CO)(Cc3ccccc3)CC2)c1
    8%	-1	2%	-12%	-2%	-3%	0%	9%	9%
Cc1noc(C)c1C(=O)NCc1ccccc1
    0%	-3	3%	-15%	-13%	2%	9%	-2%	?
Cn1c(SCC(=O)N/N=C/c2ccc([N+](=O)[O-])s2)nnc1-c1ccccc1
    -8%	4	13%	-7%	-8%	9%	-8%	-21%	-1%
CCn1c2ccccc2c2n[nH]c(=S)nc21
    -6%	-8	49%[activator]	-3%	13%	-2%	-8%	9%	-33%
Cc1ccc2c(c1)c1c3n2CCNC3CCC1 (centres undefined)
    -7%&7%	2&0	?	-6%&-8%	-11%	-8%&2%	14%	?	-21%&-14%
O=C(c1ccccc1Cl)N1CCN(Cc2ccc3c(c2)OCO3)CC1
    7%	1	9%	1%	-16%	12%	52%	-10%	1%
Cc1cccc(NC(=S)NC2CC3CCCC(C2)N3Cc2ccccc2)c1C (centres undefined)
    -9%	-8	-6%	-6%	-11%	-3%	23%	-12%	10%[56.9 µM]
O=C(NNC(=O)c1ccccc1F)c1ccco1
    0%	-10	19%	0%	-1%	-1%	3%	2%	7%
O=C(CN1N=C(c2ccc(Cl)cc2)CCC1=O)NCCN1CCc2ccccc2C1
    -5%	1	17%	-19%	-15%	-8%	0%	-17%	-10%
CCn1c(O)c(N=NC2=NC(=O)CS2)c2cc(C)ccc21
    -20%	8	-5%	-15%	-8%	6%	5%	-5%	-1%
CC(C)CC(=O)Nc1nc(-c2ccc(S(=O)(=O)N3CCOCC3)cc2)cs1
    -2%	-3	5%	-8%	-9%	4%	-27%	-3%	-21%
CC(=O)Nc1cccc(/C(C)=N/NC(=O)c2ccccc2Cl)c1
    1%	-6	-7%	-5%	-10%	-4%	41%	15%	-4%
CS(=O)(=O)N1Cc2ccccc2CC1C(=O)O (centres undefined)
    ?	-6	-19%	8.9µM*	-8%	1%	18µM*	19%	3%
Cn1c(=O)c2c(nc(CN3CCN(c4ccccc4)CC3)n2Cc2c(F)cccc2Cl)n(C)c1=O
    16%	-3	-7%	-12%	-11%	2%	0%	0%	-19%
O=C(NNS(=O)(=O)c1ccc(Br)cc1)C1CCCCC1
    2%	-7	-7%	10%	?	-7%	17%	-3%	6%
CCOC(=O)c1ccc(S(=O)(=O)N2CCN(CC3CC=CCC3)CC2)cc1 (centres undefined)
    -8%	2	-2%	-5%	-16%	-1%	0%	-5%	-1%
CC(C)(C)n1ncc2c(=O)n(CC(=O)c3ccc(Cl)cc3)cnc21
    -3%	-5	13%	-8%	?	-3%	-2%	2%	3%
CCOc1ccc2oc(C(=O)OCC(=O)NC3CCCCC3)c(C)c2c1
    -8%	-9	29%	-1%	·	-4%	·	176%[activator]	-9%
CCOC(=O)c1cc(NC(=O)Nc2ccc(OC)c(OC)c2)c(C)nc1C
    -8%	6	-3%	-21%	-9%	-14%	-11%	-1%	12%
COC(=O)c1ccccc1NC(=O)CCC(=O)N1CCSc2ccccc21
    0%	-3	-1%	-22%	?	12%	1%	163%[activator]	-6%
O=C(CSc1ncc(-c2ccccc2)[nH]1)Nc1cccc(O)c1
    -3%	-1	-1%	-2%	?	·	?	7%[57.4 µM]	-26%
Cn1c(CCCCCN)nc2ccccc21
    -19%	-3	3%	4%	-19%	-5%	-1%	1%	10%
CC(=O)c1cccc(CN2CCC(n3nccc3NC(=O)c3ccc4c(c3)OCO4)CC2)c1
    -12%	-3	6%	-22%	-10%	-5%	24%	-1%	11%
CN1CCN(S(=O)(=O)c2ccc3[nH]c(=O)oc3c2)CC1
    -9%	-8	-1%	-8%	3%	·	1%	-27%	5%
Cc1nc2c(sc(=S)n2Cc2ccco2)c(=O)n1CC(=O)Nc1ccccc1F
    11%	-5	31%	13%	-17%	15%	6%	2%	-5%[56.9 µM]
COc1cc(Nc2ccccc2Cl)c([N+](=O)[O-])nc1[N+](=O)[O-]
    -21%	8	?	-7%	-16%	-4%	9%	20%	-1%
Cc1ccc(C(=O)CSc2nc(C)cc(C)c2C(N)=O)cc1
    -3%	0	-1%	0%	-20%	·	-2%	4%	3%
Cc1ccc2[nH]cc(C(=O)CN3CCN(C)CC3)c2c1
    -1%	-5	-1%	-10%	-11%	1%	1%	-4%	-18%
CCCCN(C)S(=O)(=O)c1ccc(C(=O)Nc2sc3c(c2C(=O)OCC)CCN(C(C)C)C3)cc1
    -5%[60.1 µM]	-8	·	-1%	-16%	?	9%	?	3%
COc1cccc(CNC(=O)CCC(=O)N2CC(C)Sc3ccccc32)c1 (centres undefined)
    -12%	-12	·	-8%	0%	0%	30%	-18%	25%
COc1ccc(Nc2nc(N)nc(CSc3nncn3C)n2)cc1
    0%	-14	0%	-5%	-3%	-5%	24%	0%	-2%
CCOC(=O)C1CCN(C(=O)CCC2CCCC2)CC1
    -11%	-7	9%	-6%	-13%	1%	8%	0%	10%
O=C(CCn1nc(-c2ccc(Cl)cc2)ccc1=O)N1CCOCC1
    9%	-4	-3%	-2%	-15%	-2%	40%[activator]	-4%	-17%
CCN(CC)c1nc(Nc2ccc([N+](=O)[O-])cc2)nc(N(CC)CC)n1
    -16%	-3	0%	-17%	1%	9%	-3%	-6%	6%
O=C(COc1ccc(Cl)cc1)Nc1nnc(S(=O)(=O)N2CCCCCC2)s1
    -3%&-18%	-12&0	-1%	-3%&-8%	?	-2%&4%	1%&1%	5%[57.4 µM]	-15%&6%
COC(=O)c1ccccc1C(=O)N1CC(O)CO1 (centres undefined)
    -15%	-4	28%	-1%	7%	63%	13%	7%	-9%
CC1CC(C)CN(C(=O)C(C)N(C)CC(=O)Nc2ccccc2Cl)C1 (centres undefined)
    0%	-1	18%	-15%	-17%	4%	-15%	7%	-19%

# Only part of the results is shown. The share of hits here may be higher or lower than overall.
